Screening data deposited in PubChem BioAssay by National Center for Advancing Translational Sciences (NCATS).
VP16 counter – VP16 counterscreen qHTS for inhibitors of ROR gamma transcriptional activity. AID 2546, 2010. actives 3.5% (n = 310,000). Potency, µM (titrated, usually from 53.6 µM), for the others: at the highest dose activity, negative = inhibition, hits mostly inhibitors. Drosophila S2 Gal4-VP16 UAS-luciferase, luminescence, 20 h;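 note: Gal4-VP16 expression switched on by copper sulfate through the metallothionein promoter; potency is the fitted concentration of half-maximal effect; % is set by controls: 0 for no effect and ±100 for the full control effect; nearly all actives have a fitted effect of over 50% in size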
Mito fusion act – qHTS Assay for Small Molecule Inhibitors of Mitochondrial Division or Activators of Mitochondrial Fusion; S. cerevisiae fusion-defective mutant growth rescue, CellTiterGlo 48 h; Potency, µM (series often up to 46.1 µM), without a hit: top-dose growth rescue (activation), hits mostly activators; actives 0.23% (n = 320,000);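 note: potency is the fitted concentration of half-maximal effect; % of control where 0% means no effect; nearly all actives have a fitted effect of over 45% in size; temperature-sensitive fusion mutants such as fzo1-1 at 37 °C on non-fermentable ethanol glycerol medium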
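Read-out: ATP-based luminescence (CellTiterGlo, 10 min ambient) reporting growth of fusion-defective ts yeast after 48 hours at 37C on glycerol/ethanol YPEG medium in the presence of compound.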
FLuc modulator – qHTS profiling assay for firefly luciferase inhibitor/activator using purifed enzyme and Km concentrations of substrates (counterscreen for miR-21 project). Luciferin 4-monooxygenase (Photinus pyralis), P08659. purified FLuc, Km substrates, luminescence inhibition. Potency, µM (series often up to 57.5 µM), without a hit: at the highest dose activity change, negative = inhibition, hits mostly inhibitors. actives 6.9% (n = 360,000);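 note: potency is the fitted concentration of half-maximal effect; plate controls were vehicle for no effect and reference inhibitor for full effect; nearly all actives have a fitted effect of over 55% in size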
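Purified P. pyralis luciferase (10nM final) with 10uM D-luciferin and 10uM ATP (Km levels) in 50mM Tris acetate pH 7.5, 10mM Mg acetate, 0.01% Tween-20, 0.05% BSA; qHTS 6-point titration, ~60 µM downward; luminescence read.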
MBNL1 CUG block – qHTS Assay for Inhibitors of MBNL1-poly(CUG) RNA binding | Muscleblind-like protein 1 (Homo sapiens), Q9NR56 | TR-FRET MBNL1-His/biotin-(CUG)12 binding, 665/545 ratio | Potency, µM (doses to about 57.5 µM), without a hit: at the top dose activity change, negative = inhibition, most hits filed as inhibitors | actives 0.036% (n = 280,000); active = well fitted inhibition curve with a large enough effect in the signal ratio, with a control signal flat, not every such curve was filed as active; inconclusive = small, poorly fitted or top-dose-only effect, or effect the other way, or a change in a side signal; inactive = no such curve, though single readings can be large or run the other way; the % refers to the signal ratio; note: potency is the fitted concentration of half-maximal effect; % is set by controls: 0 for no effect and ±100 for the full control effect
Target sequence (Q9NR56 whole entry, looked up): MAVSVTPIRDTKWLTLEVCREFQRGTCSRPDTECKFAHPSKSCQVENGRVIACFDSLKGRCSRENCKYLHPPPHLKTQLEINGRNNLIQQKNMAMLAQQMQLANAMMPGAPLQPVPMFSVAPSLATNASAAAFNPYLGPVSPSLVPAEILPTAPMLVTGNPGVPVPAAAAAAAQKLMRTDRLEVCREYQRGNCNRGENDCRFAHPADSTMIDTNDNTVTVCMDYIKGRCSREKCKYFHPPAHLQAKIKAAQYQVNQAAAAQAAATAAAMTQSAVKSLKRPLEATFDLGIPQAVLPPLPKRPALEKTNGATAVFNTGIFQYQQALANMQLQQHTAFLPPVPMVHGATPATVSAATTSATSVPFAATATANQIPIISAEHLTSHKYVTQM
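His-tagged MBNL1 binding to biotinylated (CUG)12 RNA was measured by TR-FRET using terbium anti-His antibody (0.055 ng/ul final) and streptavidin-XL665 (5 nM final). Compounds were titrated 92 nM to 58 uM; 60 min at room temperature.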
ELG1 repair inh – qHTS screen for small molecules that inhibit ELG1-dependent DNA repair in human embryonic kidney (HEK293T) cells expressing luciferase-tagged ELG1 | HEK293T ELG1-luciferase reporter, luminescence, 16 h; DNA damage induced by 5-fluorouridine | Potency, µM (top dose mostly 46.1 µM), for the others: at the top dose activity change, negative = inhibition, actives largely listed as inhibitors | actives 2.3% (n = 330,000) | AID 504467, 2011; note: potency is the fitted concentration of half-maximal effect; % is set by controls: 0 for no effect and ±100 for the full control effect; nearly all actives have a fitted effect of over 55% in size
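Luminescence from the luciferase reporter, measured 30 min after ONE-Glo reagent at room temperature, was the read-out. Beforehand, 2,000 cells per well were exposed for 16 hr at 37 °C to 5-fluorouridine together with compound or vehicle.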
KCNH2 3.1 inh – qHTS for Inhibitors of KCHN2 3.1: Mutant qHTS; Potassium voltage-gated channel subfamily H member 2, brain isoform KCNH2 3.1 (human); U2OS KCNH2 3.1, thallium flux FluxOr; active compounds read low; activity change, % (tested at about 1.8 µM); actives 0.95% (n = 340,000); AID 720553, 2013;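 active = maximum activity change below -70%; inconclusive = maximum activity change from -70% to -50%; inactive = maximum activity change above -50%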;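 note: thallium influx rate constant from kinetic fluorescence after stimulation buffer; % is set by controls: 0 for no effect and ±100 for the full control effect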
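Normalized rate constant (relative to positive and negative DMSO controls) derived from a 2 min kinetic fluorescence read after stimulation; U2OS cells expressing the 3.1 isoform via virus at 1.77 x 10^8 /mL.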
Menin-MLL TR inh – qHTS Assay for Inhibitors Targeting the Menin-MLL Interaction in MLL Related Leukemias: Competition With Texas Red Labeled MLL-derived Mutant Peptide; O00255; Menin + Texas Red MLL mutant peptide, fluorescence polarization; Potency, µM (titrated, usually from 61.6 µM), without a hit: top-dose FP activity change, negative = inhibition, hits mostly inhibitors; actives 0.23% (n = 270,000); AID 1768, 2009; active = well fitted inhibition curve with a large enough effect in the polarisation, with a control signal flat, not every such curve was filed as active; inconclusive = small, poorly fitted or top-dose-only effect, or effect the other way, or a change in a side signal; inactive = no such curve, though single readings can be large or run the other way; the % refers to the polarisation; note: potency is the fitted concentration of half-maximal effect; % of control where 0% means no effect; many of its hits are not listed in these tables
Rab9 promoter act – qHTS Assay for Rab9 Promoter Activators | Huh7 Rab9 promoter-luciferase reporter, luminescence, 24 h | Potency, µM (titrated, usually from 9.22 µM), for the others: top-dose activation, negative = inhibition, most hits filed as activators | actives 2.8% (n = 320,000) | AID 485297, 2010; note: potency is the fitted concentration of half-maximal effect; % of control where 0% means no effect; nearly all actives have a fitted effect of over 60% in size
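Luminescence read-out: Huh7 cells stably expressing Rab9-luciferase, treated 24 h with compound at 37 °C, then lysed with luciferase reagent for 10 min at ambient before reading.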
PKM2 act – qHTS Assay for Activators of Human Muscle isoform 2 Pyruvate Kinase. Potency, µM (titrated, usually from 57.5 µM), for inactives: top-dose activation, hits mostly activators. purified PKM2, Kinase-Glo ATP luminescence, activation; response scale: 0% is enzyme alone, no compound. actives 0.34% (n = 260,000). Pyruvate kinase PKM (Homo sapiens), P14618. AID 1631, 2009; note: potency is the fitted concentration of half-maximal effect; % is set by controls: 0 for no effect and ±100 for the full control effect; nearly all actives have a fitted effect of over 55% in size
Target sequence (P14618 whole entry, looked up, canonical isoform): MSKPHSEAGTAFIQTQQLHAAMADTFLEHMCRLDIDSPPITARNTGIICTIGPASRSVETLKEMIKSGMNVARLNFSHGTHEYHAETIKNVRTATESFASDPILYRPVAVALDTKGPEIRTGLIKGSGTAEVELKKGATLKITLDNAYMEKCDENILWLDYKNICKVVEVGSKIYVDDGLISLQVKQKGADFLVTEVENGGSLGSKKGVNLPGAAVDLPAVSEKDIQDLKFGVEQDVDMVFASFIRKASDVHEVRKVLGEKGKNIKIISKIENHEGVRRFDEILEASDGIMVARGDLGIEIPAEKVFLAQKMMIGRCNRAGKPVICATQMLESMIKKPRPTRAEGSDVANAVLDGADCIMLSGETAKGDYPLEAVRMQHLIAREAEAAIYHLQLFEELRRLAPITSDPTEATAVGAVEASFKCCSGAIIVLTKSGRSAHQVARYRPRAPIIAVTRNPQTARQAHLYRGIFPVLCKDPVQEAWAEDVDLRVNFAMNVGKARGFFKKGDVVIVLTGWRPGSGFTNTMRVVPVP
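Kinase-Glo luminescence reports ATP generated from ADP (0.1 mM) and PEP (0.5 mM) by purified hPK-M2 after 1 h at room temperature, pH 7.2 imidazole buffer; intermediate enzyme activity allows detecting inhibitors and activators.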
NPC1 prom act – qHTS Assay for NPC1 Promoter Activators; Potency, µM (top dose mostly 9.22 µM), for the others: top-dose activation, hits mostly activators; Huh7 NPC1 promoter luciferase reporter, 24 h; AID 485313, 2010; actives 2.4% (n = 320,000);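 note: potency is the fitted concentration of half-maximal effect; % of control where 0% means no effect; nearly all actives have a fitted effect of over 60% in size; reporter is driven by a mutant NPC1 promoter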
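Stably transfected Huh7 (NPC1 promoter→luciferase), 1500 cells/well in Opti-MEM + 10% FBS, 2 h settle, then compound 24 h at 37 °C. Luminescence after 10 min with Amplite reagent.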
RORg inh – qHTS for inhibitors of ROR gamma transcriptional activity. Potency, µM (titrated, usually from 53.6 µM), without a hit: top-dose activity change, negative = inhibition, hits mostly inhibitors. Drosophila S2 Gal4-RORgamma UAS-luciferase reporter, 20 h. actives 5.4% (n = 310,000); note: potency is the fitted concentration of half-maximal effect; % is set by controls: 0 for no effect and ±100 for the full control effect; nearly all actives have a fitted effect of over 60% in size
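A Gal4/UAS one-hybrid system in insect cells: metallothionein-promoter Gal4–ROR gamma fusion plus Photinus luciferase reporter. Copper sulfate 700 uM final, 20 hr ambient incubation, luminescent detection after 10 min with reagent.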
Starred values were filed as active, the others as inactive; ? = inconclusive; · = not tested or not shown; [ ] = remark or other dose. Unless noted, calls come from the whole dose curve; as a rule, active = well fitted curve in the direction sought with a large enough effect; inconclusive = small, poorly fitted or top-dose-only effect, or another doubt; inactive = no such curve, though single readings can be large; an effect the other way counts as inactive or inconclusive.

SMILES	VP16 counter	Mito fusion act	FLuc modulator	MBNL1 CUG block	ELG1 repair inh	KCNH2 3.1 inh	Menin-MLL TR inh	Rab9 promoter act	PKM2 act	NPC1 prom act	RORg inh
COc1cccc(OCc2nnc3n2N=C(c2ccccc2)C(CC(=O)O)S3)c1 (stereo unspecified)	4%	2%	2%	-1%	12%	-5	-15%	2%	·	0%	-8%
CCN(CC)C(=O)Cn1cc(C(=O)C(=O)NCc2cccnc2)c2ccccc21	0%	-4%	-22%	16%	11%	-15	-4%	-2%	1%[0.46 µM]	1%	-16%
CSCC[C@H](NC(=O)OC(C)(C)C)c1nnc(SCc2ccccc2)o1	?	1%	-2%	-1%	?	10	?	14%	-14%	6%	-21%
COc1cc(NC(=O)C2CCN(S(=O)(=O)c3ccc4c(c3)CC(C)N4C(C)=O)CC2)cc(OC)c1OC (stereo unspecified)	3%	-10%	-2%	2%	14%	0	·	-6%	·	-7%	12%
COc1ccc([C@@H]2CC=C(C(=O)O)[C@H](c3ccccc3)N2S(=O)(=O)c2ccccc2C)cc1	·	5%	0%	·	6%	3	·	-1%	·	-2%	·
CN(Cc1ccccc1)c1nc2c(c(=O)[nH]c(=O)n2C)n1CCCSc1ncccn1	-2%	0%	0%	2%	?	0	-3%	11%	-3%	0%	1%
CCN1CCCC1CNC(=O)C(=O)NC1CC1 (stereo unspecified)	8%	9%	0%	-3%	15%	7	11%	6%	12%	0%	-2%
CN(Cc1ccccc1)S(=O)(=O)c1ccc2[nH]c(=O)oc2c1	1%	4%	-4%	-7%	-9%	-30	-1%	2%	8%	-2%	24%
C=CCN(C(=O)c1ccccc1)C1CCS(=O)(=O)C1 (stereo unspecified)	1%	-5%	-2%	2%	-4%	6	-3%	0%	4%	2%	-21%
CS(=O)(=O)N(CC(=O)N1CCN(Cc2ccccc2)CC1)c1ccccc1F	-1%	1%	1%	-3%	-6%	3	-2%	0%	-4%	-3%	-17%
CSc1ccc(CN2C(=O)NC3(CCCCC3)C2=O)cc1	-7%	-4%	7%	-6%	5%	-1	5%	-10%	-3%	-10%	4%
COc1ccc([N+](=O)[O-])cc1N(CC(O)CN1CCCCC1)S(=O)(=O)c1ccc(C)cc1 (stereo unspecified)	-16%	-3%	-2%	-7%	?	-13	-6%	-3%	-9%	-9%	10%
CCOC(=O)C1CCN(C(=O)c2cc3c(=O)n4ccccc4nc3n2C)CC1	-5%	-5%	-3%	?	0%	10	?	-9%	-1%	2%	13%
COc1ccc(C(=O)Nc2cc3c4c(c2)C(C)C(=O)N4CCC3)cc1OC (stereo unspecified)	·	-5%	2%	·	?	5	·	2%	·	-4%	·
CC(C)c1nc(SCC(=O)N2CC(=O)Nc3ccccc32)c2ccccc2n1	-7%	11%	4%	19%	-9%	-13	-13%	-14%	3%	-8%	?
O=C(c1cccs1)c1coc2ccc(O)c(CN3CCOCC3)c12	3%	-8%	1%	-2%	-27%	-9	0%	4%	0%	-3%	?
Cc1ncc([N+](=O)[O-])n1CCOC(=O)NC(NCc1ccccc1Cl)C(Cl)(Cl)Cl (stereo unspecified)	-15%	12%	2%	47%[activator]	0%	?	12%	-3%	-13%	6%	12%
N#Cc1ccccc1NC(=O)Nc1ccc(Cl)cc1	-2%	4%	?	6%	?	-14	14%	9%	-6%	2%	22%
Cc1ccnc2nc(C(=O)OCC(=O)c3ccc(Cl)cc3)nn12	·	0%	3%	·	?	10	·	-4%	·	-3%	·
COc1ccc(C2NC(=S)NC(C)=C2C(=O)c2ccccc2)cc1OC (stereo unspecified)	5%	-1%	-2%	1%	1%	3	-13%	1%	-14%	0%	-33%
CCN(CC)Cc1c(NC(=O)c2ccccc2)sc(C)c1C	?	2%	-20%	-4%	?	2	1%	2%	-19%	14%	28%
COc1ccc(-c2nc(CC(=O)O)cs2)cc1	-7%	-4%	-7%	9%	8%	2	8%	0%	-5%	3%	18%
Cc1ccc(SCC(=O)Nc2ccccc2N2CCOCC2)cc1	6%	-6%	0%	-9%	-10%	-12	·	3%	·	-2%	-12%
Cc1cccc(C(=O)N[C@H](C(=O)OCC(=O)NC2CCS(=O)(=O)C2)C(C)C)c1 (stereo partly specified)	?	2%	-1%	-14%	17%	1	-3%	-1%	-16%	4%	36%
Cc1ccc(S(=O)(=O)CCc2nnc(NC(=O)COc3cccc(C)c3)s2)cc1	7%	1%	-1%	-8%	1%	1	?	0%	6%	1%	2%

The listing continues.
SMILES	VP16 counter	Mito fusion act	FLuc modulator	MBNL1 CUG block	ELG1 repair inh	KCNH2 3.1 inh	Menin-MLL TR inh	Rab9 promoter act	PKM2 act	NPC1 prom act	RORg inh
O=C(Nc1cccnc1)c1ccc2c(c1)C(=O)N(CC1CCCO1)C2=O (stereo unspecified)	-3%	1%	3%	?	6%	-3	0%	-1%	4%	-4%	44%
O=C(O)/C=C/C(=O)c1ccc2c(c1)CCc1ccccc1-2	·	-22%	24µM*	·	?	-1	·	?	·	26%	·
CC(=O)c1cnc2c(-c3ccccc3)c(C)nn2c1C	2%	25%	-21%	23%	12%	·	0%	1%	0%	-4%	?
Cc1ccc(S(=O)(=O)NC(=O)CSc2nc3ccccc3s2)cc1	-8%	2%	-20%	-14%	2%	4	26%	2%	-4%	0%	2%
COCCn1nc2cc(C(=O)NCC34CC5CC(CC(C5)C3)C4)ccc2c1OC	-8%	-2%	-12%	12%	-5%	8	-27%	4%	-4%	-1%	9%
Cc1cc(C)c(OCC(=O)OCCNC(=O)c2cccnc2)c(C)c1	-1%	-2%	-1%	?	4%	-6	-5%	13%	0%	-3%	-7%
CC(C)(C)NCC(O)COc1c(F)cc(Br)cc1F (stereo unspecified)	-2%	0%	4%	1%	-9%	-6	·	-3%	-5%	-4%	14%
CCOc1ccc(NC(=O)CSc2nc(-c3cccs3)cc(C(F)(F)F)n2)c([N+](=O)[O-])c1	-11%	-6%	-10%	8%	20%	-6	0%	-18%	-3%	0%	-5%
O=C(/C=C/c1ccc(Cl)cc1)N1CCN(c2ccccn2)CC1	-14%	4%	?	-11%	10%	-18	2%	-4%	0%	-4%	14%
COc1ccc(C2=CSC3=NCCN23)cc1[N+](=O)[O-]	2%	-47%[inhibitor]	-1%	?	?	0	0%	-3%	·	-2%	7%
O=C(c1cccc(S(=O)(=O)N2CCc3ccccc3C2)c1)N1CCN(c2ccccc2)CC1	6%	?	2%	-4%	?	-1	5%	3%	0%	-1%	0%
COc1ccc(S(=O)(=O)CC(=O)Nc2ccccc2Cl)cc1	-5%	3%	1%	-14%	-10%	3	0%	6%	27%	-2%	4%
Cc1nc(SCc2ccc([N+](=O)[O-])cc2)n[nH]1	19%	2%	-7%	?	0%	-21	1%	14%	11%	13%	16%
COC(=O)c1cc(OC)c(OC)cc1NC(=O)CSc1ccc(C)cc1	-5%	1%	1%	5%	?	-27	-22%	-6%	-7%	-2%	-14%
O=C(CN1CCC(NC(=O)Nc2ccc(F)cc2)CC1)Nc1ccccc1[N+](=O)[O-]	24%	-9%	-5%	?	18µM*	-15	15%	15%	·	-2%	25%
CC(=C1C(=O)c2ccccc2C1=O)N1CCc2ccccc2C1	18%	-5%	-13%	18%	?	21	13%	-1%	3%	1%	37%
CN=c1scc(-c2ccc(F)cc2)n1/N=C/c1ccc(O)c(O)c1	0.79µM*	?	0.67µM*	19%	?	-1	?	15%	-14%	-44%[inhibitor]	0.11µM*
Cn1cnnc1SCC(=O)c1cccc([N+](=O)[O-])c1	-3%	-8%	2%	?	0%	-2	3%	-7%	-3%	-1%	-2%
CCOC(=O)C(C)c1ccc2cc(OC)ccc2c1 (stereo unspecified)	-13%	-2%	?	-1%	17%	-16	16%	4%	-3%	11%	9%
CC(C)CN(C(=O)CCCc1nc2ccccc2c(=O)[nH]1)c1c(N)n(Cc2ccccc2)c(=O)[nH]c1=O	·	-4%	1%	·	?	0	·	2%	·	0%	·

The list is partial; the hit share may differ from the screen's.
